Source: PubChem (Southern Research Specialized Biocontainment Screening Center)
H1N1 NS1A inhibition: H1N1 influenza NS1A inhibitors, functional cell based assay (AID 504329); NS1A functional cell-based assay, percent inhibition; higher % means a stronger effect; inhibition, % at 12.5 µM; hits with a dose series show IC50 in µM; hit rate 0.3% among 340,000; in the data active means a potency from the dose series; inconclusive means inhibition above about 27% without an active follow-up result; further: strong numbers were not always called active
Salmonella PhoP GFP: PhoP regulon inhibitors, Salmonella typhi PhoP promoter GFP reporter, confirmatory (AID 1850). one-dose inhibition, % at 50 µM; IC50 in µM for titrated hits. hit rate 0.33% among 310,000. Salmonella Typhi PhoP-promoter GFP reporter, fluorescence, 4 h; higher % means a stronger effect; in the data active means a potency from the dose series; inconclusive means inhibition mostly from about 25% at the one dose, without a potency; inactive means the rest, 99 in 100 with inhibition below about 19%;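 further: 0% = induced wells with vehicle and 100% = uninduced wells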
H37Rv inhibition: M. tuberculosis growth inhibition, HTS (AID 449762) | M. tuberculosis H37Rv growth inhibition, 7H9 media; higher % means a stronger effect | inhibition, % at 25 µM; hits with a dose series show IC50 in µM | hit rate 0.59% among 330,000; in the data active means a potency from the dose series; inconclusive means inhibition above about 70% without an active follow-up result;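 further: bacterial growth assessed after seven days of incubation; strong numbers were not always called active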
tuberculosis growth: growth inhibition of non-replicating M. tuberculosis (AID 488890); one-dose inhibition, % at 25 µM; IC50 in µM for titrated hits; hit rate 0.39% among 320,000; Mycobacterium tuberculosis non-replicating, growth inhibition; higher % means a stronger effect; in the data active means a potency from the dose series; inconclusive means inhibition mostly from about 82% at the one dose, without a potency; inactive means the rest, 99 in 100 with inhibition below about 76%;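 further: plate controls were DMSO cells for no effect and high antibiotic wells for full effect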
VEEV TC-83 Vero: inhibitors of VEEV TC-83 cytopathic effect, confirmation, Vero cells (AID 588727); Vero cells, VEEV TC-83 cytopathic effect inhibition; higher % means a stronger effect; hit rate 0.13% among 350,000; inhibition, % at 20 µM, or IC50 in µM where a hit was titrated; in the data active means a potency from the dose series; inconclusive means inhibition mostly from about 14% at the one dose, without a potency; inactive means the rest, 99 in 100 with inhibition below about 12%; further: strong numbers were not always called active
VEEV TC-83 Vero 10K pilot screen: also measured in VEEV TC-83 Vero; calls as there; inhibition, %; measured here: 10K pilot screen inhibition
* marks the source's active call; other numbers are inactive results; i = inactive; ? = inconclusive; · = not tested or not shown. Compounds as they come; about 1.4% have a hit in one of these screens.

SMILES | H1N1 NS1A inhibition | Salmonella PhoP GFP | H37Rv inhibition | tuberculosis growth | VEEV TC-83 Vero | others
Cc1cc(C)cc(NC(=O)CN2C(=O)NC(Cc3c[nH]c4ccccc34)C2=O)c1 (configuration not stated) | -3% | · | 8% | 16% | 7.9%
O=C(OCn1nnc2ccccc2c1=O)c1ccc(S(=O)(=O)N2CCOCC2)cc1 | -3% | -3% | 2% | · | i
Cc1cc(C)c(S(=O)(=O)NCC2CCC(C(=O)NCCCN3CCC(C)CC3)CC2)c(C)c1 (configuration not stated) | 1% | -21% | 11% | 27% | i
CCC(c1nnnn1CCC(C)C)N1CCC(C(N)=O)CC1 (configuration not stated) | 2% | -4% | 5% | 3% | i
COc1ccc(OCc2cc(C(=O)NCc3cccc(C)n3)no2)c(Cl)c1 | 1% | -3% | 0% | 40% | 7.9%
CCCc1cc(NCCCCO)n2c(nc3ccccc32)c1C#N | -13% | -1% | -18% | -18% | 0.9%
O=C(O)CCCCN1C(=O)/C(=C\c2ccc(OCc3ccccc3)c(OCc3ccccc3)c2)SC1=S | 8% | -10% | 9% | 14% | 8.2%
COc1cccc(C(c2sc3nc(C)nn3c2O)N2CCN(C(=O)c3ccco3)CC2)c1 (configuration not stated) | 5% | 3% | -6% | 4% | 1.6%
COc1ccc(OCC(=O)NCCNC(=O)c2cccnc2)cc1 | 5% | 9% | -2% | -7% | 1.8%
CCOc1ccc2c(c1)OC(c1ccc(C)cc1)(C(F)(F)F)NC2=O (configuration not stated) | -6% | 2% | -2% | -12% | 3.8%
COc1ccc(CCNS(=O)(=O)c2cn(C)cn2)cc1OC | 6% | 1% | 3% | -4% | 0.6%
O=C1c2c(Cl)c(Cl)c(Cl)c(Cl)c2C(=O)N1c1nccs1 | -21% | · | · | · | 0.8%
O=C(OCC(=O)N1CCN(C(=O)c2ccco2)CC1)c1ccccc1OCc1ccccc1 | 4% | -13% | -7% | -4% | 8.5%
O=C(Nc1ccncc1)C1CCCN(S(=O)(=O)c2cccc3cccnc23)C1 (configuration not stated) | 0% | 1% | 1% | 7% | 4.5%
COc1cccc(CNC(=O)CCCN2C(=O)C(c3ccccc3)Oc3cccnc32)c1OC (configuration not stated) | -2% | 1% | -1% | 6% | 2.4%
O=C(N/N=C/c1c[nH]c2ccccc12)c1ccc2c(c1)OCCO2 | 2% | 6% | 4% | 2% | 6.0%
CN(NC(=O)Nc1ccc(Cl)cc1)c1c(Cl)c(Cl)nn1C | -4% | -4% | -5% | 1% | 0.1%
Cc1cc(C)c(C(N)=O)c(Cl)n1 | -4% | 1% | 1% | 1% | 6.4%
O=C(O)CN1C(=O)C2C3C=CC(C2C1=O)C1C(=O)N(CC(=O)O)C(=O)C31 (configuration not stated) | 5% | -4% | -1% | -4% | 2.7%
O=C1COCCOCCOCC(=O)NCCN1 | -2% | 5% | -8% | -4% | 0.1%
COc1ccc(-c2cc3ccccc3oc2=O)cc1NC(=O)c1ccc([N+](=O)[O-])o1 | 1% | -15% | 0.37µM* | 57% | i
COc1ccccc1N1CCN(S(=O)(=O)CCNC(=O)c2cc(=O)c3ccccc3o2)CC1 | -21% | 8% | 6% | 14% | 3.5%
CN(C(=O)c1cccc(NC(=O)Cc2cccc(NC(=O)C3CCN(S(=O)(=O)c4cccc([N+](=O)[O-])c4)CC3)c2)c1)C1CC1 | -23% | · | · | · | i
COc1ccc(-c2nn(-c3ccccc3F)cc2CNCCn2nc(C)cc2C)cc1 | 2% | -2% | 64% | 53% | 2.3% | VEEV TC-83 Vero 10K pilot screen=6.9
Cc1cc(NC(=O)CCC(=O)N(c2cccnc2)C(C(=O)NC2CCCC2)c2ccccc2F)no1 (configuration not stated) | · | -11% | -1% | 6% | ·

In the list so far, these contain an NH in an aromatic ring:
SMILES | H1N1 NS1A inhibition | Salmonella PhoP GFP | H37Rv inhibition | tuberculosis growth | VEEV TC-83 Vero | others
Cc1cc(C)cc(NC(=O)CN2C(=O)NC(Cc3c[nH]c4ccccc34)C2=O)c1 (configuration not stated) | -3% | · | 8% | 16% | 7.9%
O=C(N/N=C/c1c[nH]c2ccccc12)c1ccc2c(c1)OCCO2 | 2% | 6% | 4% | 2% | 6.0%

(listing goes on)
SMILES | H1N1 NS1A inhibition | Salmonella PhoP GFP | H37Rv inhibition | tuberculosis growth | VEEV TC-83 Vero | others
CCSc1nnc(SCC(=O)c2c(N)n(C)c(=O)n(C)c2=O)s1 | -2% | · | · | · | 5.1%
CN(Cc1ccccc1)S(=O)(=O)c1ccc(OCC(=O)N2CCC(C(N)=O)CC2)cc1 | -8% | 18% | -3% | 11% | 0.2%
COc1ccc([N+](=O)[O-])cc1NC(=O)C(C)OC(=O)C1c2ccccc2Oc2ccccc21 (configuration not stated) | 7% | -3% | 0% | 13% | 8.8%
Cc1cccc(N2CCN(C(=O)c3ccc4nc(-c5ccco5)c(-c5ccco5)nc4c3)CC2C)c1 (configuration not stated) | 1% | -4% | -9% | 8% | i
CC(=O)Nc1cccc(OCC(=O)NS(=O)(=O)c2ccc(C)cc2)c1 | -14% | -12% | -15% | -8% | 1.8%
Cc1cc(=O)n2nc(N3CCC(C(=O)NCc4ccco4)CC3)sc2n1 | 1% | -8% | -12% | -6% | i
Cc1csc(N(C)C(=O)CSc2nnc(COc3cccc4ccccc34)o2)n1 | 5% | -3% | 6% | 58% | 2.0%
CC(=O)n1c(-c2ccccc2)c(CO)c2ccccc21 | 0% | -3% | -2% | 69% | 1.5%
CCN(CC)CCNC(=O)c1[nH]c2ccc(OCc3ccccc3)cc2c1C | 5% | -11% | 3% | i | >25µM*
O/C(=C\c1nc2ccccc2nc1/C=C(\O)c1ccccc1)c1ccccc1 | 1% | -1% | -2% | 45% | ?
O=C(c1ccccc1NS(=O)(=O)c1ccc(F)cc1)N1CCCCC1 | -11% | -3% | -16% | -17% | 3.6%
Cc1ccc(S(=O)(=O)Nc2ccc(S(=O)(=O)Nc3nccs3)cc2)cc1C | -3% | · | 8% | 44% | 0.9%
N#CCC(=O)N/N=C/c1ccc(Sc2nc3ccccc3s2)o1 | 15% | 3% | 0% | -4% | 1.7%
CC(=O)Nc1cc[n+](C(C)C(=O)c2ccccc2)cc1 (configuration not stated) | -1% | 2% | -1% | 4% | i
CCc1cccc(NC(=O)COC(=O)C2CCN(c3ccc(C(F)(F)F)cn3)CC2)c1 | -10% | -1% | ? | 62% | 2.4%
O=C(CN(Cc1ccco1)S(=O)(=O)c1ccccc1)N/N=C/c1ccccc1C(=O)O | 1% | 7% | -2% | 15% | 0.4%
CCC1CCCCN1CCCNC(=O)c1ccc(CS(=O)(=O)c2ccccc2C)o1 (configuration not stated) | 5% | 6% | -2% | 3% | 1.2%
O=P1(Oc2ccccc2)C[C@@H](O)[C@@H](O)[C@H](COCc2ccccc2)O1 (some centres not stated) | 6% | 4% | 3% | -6% | 1.4%
O=C(CC1Sc2ccccc2NC1=O)Nc1cccnc1 (configuration not stated) | -14% | -10% | 3% | -1% | 0.7%
CCOC(=O)CSc1nc2c(c(=O)[nH]c(=O)n2C)n1CCCc1ccccc1 | -3% | 4% | -6% | 17% | 0.1%
CCOC(=O)C1=C(C)OC(N)=C(C#N)C12C(=O)N(C)c1ccccc12 (configuration not stated) | -7% | -1% | -1% | -4% | i
COc1cc(C(=O)OC(C)CN2CCCC2)cc(OC)c1OC (configuration not stated) | 0% | -3% | -8% | -9% | 1.9%
O=C(O)COc1ccc(-c2nccc(-c3ccccn3)n2)cc1 | 1% | 4% | 0% | 12% | 1.6%
O=[N+]([O-])c1ccc2c(OCc3nnc(-c4ccccc4Br)o3)ncnc2c1 | -34% | 9% | ? | 47% | 0.9%
O=C(C1CCCO1)N1CCN(C(=S)Nc2ccccc2C(F)(F)F)CC1 (configuration not stated) | 22% | -6% | -16% | -20% | i
SMILES | H1N1 NS1A inhibition | Salmonella PhoP GFP | H37Rv inhibition | tuberculosis growth | VEEV TC-83 Vero | others
CC(NS(=O)(=O)c1ccc(OCC(=O)N2CCOCC2)cc1)c1ccccc1 (configuration not stated) | -1% | -11% | 0% | 6% | 0.1%
O=C(c1ccc(Cn2c(=S)[nH]c3cc4c(cc3c2=O)OCO4)cc1)N1CCN(c2ncccn2)CC1 | · | -17% | 6% | -18% | ·
Cc1ccc(S(=O)(=O)N2CCC(C(=O)OC3CCOC3=O)CC2)cc1C (configuration not stated) | -7% | 4% | -4% | -33% | 5.9%
COC(=O)c1ccc(CSc2nc3ccc(Cl)cc3[nH]2)o1 | -18% | 7% | 8% | 74% | 0.9%
Cc1ccc2ccccc2c1Cn1c(-n2ccnc2)nc2c1c(=O)n(C)c(=O)n2C | 5% | -7% | -4% | 8% | 2.9%
CCOC(=O)c1c(NC(=O)c2ccco2)sc2c1CCCC2 | 0% | 0% | 6% | 7% | 1.0%
CCCC(NC(=O)c1ccc(Br)o1)c1nc2ccccc2[nH]1 (configuration not stated) | -8% | · | 2% | 33% | 0.8%
CC(=O)Nc1ccc(S(=O)(=O)N(Cc2cc3ccc(C)cc3[nH]c2=O)CC2CCCO2)cc1 (configuration not stated) | 3% | 2% | 3% | 14% | 1.9%
CSCCC(NC(=O)CCC(=O)OCC(=O)[C@@]1(O)CCC2[C@@H]3CCC4=CC(=O)C=C[C@]4(C)C3[C@@H](O)C[C@@]21C)C(=O)O (some centres not stated) | -4% | -1% | -5% | -8% | i
CC1=C(C(=O)Nc2ccccc2)C(c2ccc(C)o2)n2ncnc2N1 (configuration not stated) | -23% | -5% | 1% | 0% | 1.1%
Cc1ccc(NC(=O)Nc2ccccc2C(=O)NCc2ccccc2)cc1 | -1% | 12% | -2% | 0% | 4.9%
CCC(=O)N1c2ccc(S(=O)(=O)NCCc3ccccc3)cc2CC1C (configuration not stated) | 0% | 2% | 0% | 5% | i
c1ccc(-c2nnc(CSc3nc4ccccc4[nH]3)o2)cc1 | 7% | -20% | 13% | 13% | 2.8%
CCOc1cc(/C=N\n2nnnc2N)ccc1O | -9% | 1% | -14% | -16% | 0.8%
O=C(Nc1cccc(F)c1)c1ccc2c(c1)OCO2 | -6% | 3% | -4% | 13% | 1.1%
CC(=O)c1cccc(S(=O)(=O)N2CCC(c3nc4ccccc4[nH]3)CC2)c1 | -4% | -12% | -3% | 4% | 2.4%
COc1ccccc1N1CCN(C(=O)c2cc(S(=O)(=O)N3CCOCC3)ccc2C)CC1 | -9% | · | · | · | 4.0%
CC1(C)Cc2cccc(OCC(=O)N3CCN(c4ccccc4)CC3)c2O1 | -3% | -1% | 10% | 12% | 0.6%

An excerpt from above in order of number of heavy atoms, high to low:
SMILES | H1N1 NS1A inhibition | Salmonella PhoP GFP | H37Rv inhibition | tuberculosis growth | VEEV TC-83 Vero | others
CSCCC(NC(=O)CCC(=O)OCC(=O)[C@@]1(O)CCC2[C@@H]3CCC4=CC(=O)C=C[C@]4(C)C3[C@@H](O)C[C@@]21C)C(=O)O (some centres not stated) | -4% | -1% | -5% | -8% | i
O=C(c1ccc(Cn2c(=S)[nH]c3cc4c(cc3c2=O)OCO4)cc1)N1CCN(c2ncccn2)CC1 | · | -17% | 6% | -18% | ·
CC(=O)Nc1ccc(S(=O)(=O)N(Cc2cc3ccc(C)cc3[nH]c2=O)CC2CCCO2)cc1 (configuration not stated) | 3% | 2% | 3% | 14% | 1.9%
COc1ccccc1N1CCN(C(=O)c2cc(S(=O)(=O)N3CCOCC3)ccc2C)CC1 | -9% | · | · | · | 4.0%
Cc1ccc2ccccc2c1Cn1c(-n2ccnc2)nc2c1c(=O)n(C)c(=O)n2C | 5% | -7% | -4% | 8% | 2.9%
CC(NS(=O)(=O)c1ccc(OCC(=O)N2CCOCC2)cc1)c1ccccc1 (configuration not stated) | -1% | -11% | 0% | 6% | 0.1%
CC(=O)c1cccc(S(=O)(=O)N2CCC(c3nc4ccccc4[nH]3)CC2)c1 | -4% | -12% | -3% | 4% | 2.4%
Cc1ccc(S(=O)(=O)N2CCC(C(=O)OC3CCOC3=O)CC2)cc1C (configuration not stated) | -7% | 4% | -4% | -33% | 5.9%
CC1=C(C(=O)Nc2ccccc2)C(c2ccc(C)o2)n2ncnc2N1 (configuration not stated) | -23% | -5% | 1% | 0% | 1.1%
CCCC(NC(=O)c1ccc(Br)o1)c1nc2ccccc2[nH]1 (configuration not stated) | -8% | · | 2% | 33% | 0.8%
COC(=O)c1ccc(CSc2nc3ccc(Cl)cc3[nH]2)o1 | -18% | 7% | 8% | 74% | 0.9%
O=C(Nc1cccc(F)c1)c1ccc2c(c1)OCO2 | -6% | 3% | -4% | 13% | 1.1%
CCOc1cc(/C=N\n2nnnc2N)ccc1O | -9% | 1% | -14% | -16% | 0.8%
